# BRCA1 expr up: increases BRCA1 expression; 1.1% of 380,000 active; MCF7-BRCA1-FFLuc reporter, luminescence, 48 h; response scale: scaled: vehicle 0%, 10 µM genistein 100%; Potency, µM (series often up to 46.1 µM), for inactives: at the top dose activation, actives largely listed as activators; active means well fitted activation curve with a large enough effect; inconclusive means small, poorly fitted or top-dose-only effect; inactive means no such curve, though single readings can be large or run the other way; further: nearly all actives have a fitted effect of over 80% in size; some results filed as inactive show a strong effect at the top dose
#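 Using MCF7 cells harboring a BRCA1 firefly luciferase reporter, plated 2 h before compound pinning, the screen measured luminescence after 48 h incubation. Responses were normalized to DMSO and 10 microM genistein, then fitted for concentration-effect.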
# * marks the source's active call; other numbers are inactive results; ? = inconclusive; & = joins results of further samples. Potency means the concentration at half of the fitted maximal effect. The list is partial, so the mix of outcomes need not match the whole.
# The first 4 compounds, to show the layout:
SMILES | BRCA1 expr up
CCOC(=O)[C@]12CCC=C1N(Cc1ccccc1)C(=O)[C@H](CC(=O)N1CCN(C(=O)c3ccco3)CC1)C2 | 18%
COc1ccc(-c2cnc3cccnn23)cn1 | 28%
COc1cccc(CN2C(=O)C3(SCC(=O)N3c3cc(C)cc(C)c3)c3ccccc32)c1 (configuration not stated) | -56%
Nc1nc2[nH]cc(CCc3ccc(C(=O)N[C@@H](CCC(=O)O)C(=O)O)cc3)c2c(=O)[nH]1 | 0%

# Main list, previewed entries included:
SMILES | BRCA1 expr up
CCOC(=O)[C@]12CCC=C1N(Cc1ccccc1)C(=O)[C@H](CC(=O)N1CCN(C(=O)c3ccco3)CC1)C2 | 18%
COc1ccc(-c2cnc3cccnn23)cn1 | 28%
COc1cccc(CN2C(=O)C3(SCC(=O)N3c3cc(C)cc(C)c3)c3ccccc32)c1 (configuration not stated) | -56%
Nc1nc2[nH]cc(CCc3ccc(C(=O)N[C@@H](CCC(=O)O)C(=O)O)cc3)c2c(=O)[nH]1 | 0%
CC1(C(=O)NS(=O)(=O)c2ccc(F)cc2F)CCN1C(=O)Cc1ccccc1Cl (configuration not stated) | 13%
Cc1ccc(NC(=O)CSc2nc3ccc(NC(=O)c4cccs4)cc3s2)c(C)c1 | 3%
CCOc1ccc(OCC)c(NS(=O)(=O)c2ccc3[nH]c(=O)ccc3c2)c1 | 9%
CC(=O)Nc1cccc(-c2cc(NC=O)c3ncc(-c4ccc(C(C)=O)cc4)n3c2)c1 | -60%
O=C(CSc1nc2c([nH]c3ccccc32)c(=O)n1-c1ccc(F)cc1)N1CCCCCC1 | 17%
Cc1cc(C)cc(C(O)c2ncc(-c3ccc4ccccc4c3)[nH]2)c1 (configuration not stated) | -5%
CN1CCN(C(=O)c2ccc(-c3cnc4cccnn34)cc2)CC1 | 20%
CC1=C(C(=O)N(C(C)C)C(C)C)CC(CC(=O)NCCN2CCOCC2)C(=O)N1Cc1ccc(C(C)(C)C)cc1 (configuration not stated) | -12%
CCc1sc(-c2cc3ccccc3oc2=O)nc1-c1ccc(C)cc1 | -3%
O=C(NC(c1ccc2c(c1)OCO2)c1ccccn1)C1CCN(CCOc2ccc(Cl)cc2Cl)CC1 (configuration not stated) | 5%
CCOC1=C2[C@@H](CN(S(=O)(=O)c3ccc(C)cc3)[C@H]2c2cccc3ccccc23)[C@H]2C(=O)N(C)C(=O)[C@H]2C1 | -4%
CCNC(=O)C1(C)CCN(C(=O)CCc2ccccc2)C1 (configuration not stated) | 0%
O=C(NCCc1ccccc1)c1cc(Sc2cccc(Cl)c2)nc2ccccc12 | 12%
COc1ccc(NC(=O)C2Cc3c(-c4ccccc4Oc4ccccc4)ccnc3O2)cc1 (configuration not stated) | -19%
Nc1c(Br)cc(/C=C/c2ccnc3ccccc23)cc1Br | 0%
O=C1N(Cc2ccccc2)c2ccccc2OC1(F)F | 20%
Cc1cccc(N2CCN(C(=O)CCCn3c(=O)[nH]c4ccsc4c3=O)CC2)c1C | 14%
O=C(c1ccco1)n1nc(-c2ccccc2)nc1NCc1ccc(Cl)cc1 | 0%
CC1(Cc2ccc3ccccc3n2)C(=O)Nc2ccc(OC(F)(F)F)cc21 (configuration not stated) | 6%
CCc1nc2ccc(C(=O)N(C)CCN(C)C)cn2c1N(CC)CCOC | 15%
COc1ccc(C(=O)NCCc2csc(-c3ccc(Cl)cc3)n2)cc1 | 0%
CC(C)C[C@H]1CN(CCCC[C@H]2CNC(=O)C(=O)N2CCc2ccccc2)C(=O)C(=O)N1CCC1CCCCC1 | 10%
COc1ccc(Cl)cc1-n1nnc(-c2nsc(NC(=O)c3ccccc3Cl)n2)c1C | 6%
Cn1c(=O)c2c(-c3ccc(Cl)cc3)ccnc2n(C)c1=O | -16%
COc1ccc(-c2coc3c(C(=O)NCc4ccc(OC)c(OC)c4)cccc23)c(C)c1 | -60%
N#C/C(=C\c1cccn1S(=O)(=O)c1cccc(C#N)c1)S(=O)(=O)c1ccc(F)cc1 | -2%
O=C(NCc1cccs1)c1ccc2sc([C@H]3C[C@H](O)[C@@H](CO)O3)nc2c1 | 22%
COc1ccc(OCC(=O)N2CCN(C(=O)c3ccc(OC)cc3)CC2)cc1 | 4%
CCCNC(=O)c1cc(C2CCCCN2C(=O)c2ccc(C(C)C)cc2)on1 (configuration not stated) | 6%
CCN(C(=O)Cn1c(=O)n(-c2ccccc2)c(=O)c2ccc(C(=O)NCc3ccc4c(c3)OCO4)cc21)c1cccc(C)c1 | -35%
Cc1ccccc1CN1C(=O)c2ccccc2S(=O)c2ccc(C(=O)NCc3ccc4c(c3)OCO4)cc21 (configuration not stated) | 0%
CCOC(=O)C1CCCN(C(=O)c2ccc(SC(F)(F)F)cc2)CC1 (configuration not stated) | 3%
COc1cc(C2CC(=O)Nc3c2c(=O)n(C)c2ncnn32)cc(OC)c1OC (configuration not stated) | -3%
Cc1noc(C)c1-c1ccc(C(=O)NCCc2ccccc2)c2occc12 | 6%
COc1ccc(Cl)c2sc(NC(=O)c3ccc(S(=O)(=O)N4CCCC4)cc3)nc12 | 2%
Cc1ccc(C)c(OCCSc2nc3ccccc3n2CC(=O)N2CCOCC2)c1 | 12%
O=C1NC[C@@H](CCCCN2C[C@H](Cc3ccccc3)N(CC3CCCCC3)C(=O)C2=O)N(CCc2ccccc2)C1=O | -30%
N#Cc1ncc(Br)cn1 | 0%
CCCc1nc2ccc(Br)cn2c1Cc1ccccc1 | 0%
COCCNC(=O)C1(C)CCCN(C(=O)c2ccc3c(c2)CCO3)C1 (configuration not stated) | 18%
COc1ccccc1CNc1nc(Nc2ccccc2-n2cccn2)c2sccc2n1 | -54%
CCc1ccc(C(=O)c2cn(CC(=O)Nc3ccc(F)cc3)c3cc4c(cc3c2=O)OCO4)cc1 | -22%
Cc1ccc(N2C(=O)c3n[nH]c(C)c3C2c2ccccc2Cl)cc1 (configuration not stated) | -5%
Clc1nc(NCc2cccs2)c2[nH]cnc2n1 | 11%&-1%
CCc1nc2ccc(C(=O)N(C)C(C)C)cn2c1N(CCC(C)C)CCN(C)C | 2%
Cc1cccc(C)c1NC(=O)C1CCN(S(=O)(=O)c2cccc3nsnc23)CC1 | 2%
C[C@@H](CO)NC(=O)[C@H]1O[C@@H](n2cnc3c(N)ncnc32)[C@H](O)[C@@H]1O | 59%
O=C(COc1ccc(F)cc1)NC1CC(=O)N(c2ccc3c(c2)OCCO3)C1 (configuration not stated) | 0%
CCOC(=O)c1c(C)sc(-c2c(-c3ccccc3)[nH]c3[nH]c(=O)[nH]c(=O)c23)c1O | 17%
COC(=O)C1=C(CS(=O)(=O)c2cc(Cl)ccc2OC)NC(=O)NC1c1ccccc1 (configuration not stated) | -5%
Cc1cc(C)cc(NC(=O)C2CCCN(C(=O)c3cnn(-c4ccccc4)c3-n3cccc3)C2)c1 (configuration not stated) | -49%
Nc1[nH]c(C(=O)c2ccccc2)c(-c2ccc(Cl)cc2Cl)c1C(=O)c1ccc(Cl)c(Cl)c1 | 10%
COc1ccccc1CNC(=O)CCc1c(C)nn(-c2ccc(N3CCOCC3)nn2)c1C | 11%
CC(O)(c1ccccc1)c1nc(-c2ccncc2)cs1 (configuration not stated) | 0%
COc1cc2nc(N3CCCN(C)CC3)nc(NC(C)C)c2cc1OC | 4%
Cc1ccc(C(=O)CSc2nc(-c3ccccc3)nc3c2CCCC3)cc1C | 19%

# Going on with the list:
SMILES | BRCA1 expr up
Cc1ccc(-c2nc3ccc(Cl)cn3c2Cc2cccc(F)c2)cc1 | ?
COC(=O)c1ccc(Cn2c(C)c(C(=O)NCc3ccc([N+](=O)[O-])cc3)sc2=O)o1 | 11%
CN(C)CCNC(=O)CN1C(=O)COc2ccc(S(=O)(=O)N3CCCC3)cc21 | -3%
COc1ccccc1NC(=O)CN1CCN(CC(=O)Nc2ccc(F)c(F)c2)CC1 | -7%
CC(C)(C)C1CCc2nc(NC(=O)c3ccc([N+](=O)[O-])cc3)sc2C1 (configuration not stated) | 0%
CCOc1ccc(C2C(C(=O)OC)=C(C)NC3=C2C(=O)c2ccccc23)cc1OC (configuration not stated) | -20%
CCOC(=O)c1ccc(OCC2c3cc(OC)c(OC)cc3CCN2C(=O)Cc2ccc(OC)c(OC)c2)cc1 (configuration not stated) | 0%
CN(C)c1ccc(-c2[nH][nH]c(=O)c2NC(=O)c2ccccn2)cc1 | -22%
CCn1nc(-c2ccc(C)cc2)nc2c(=O)n(C)c(=O)nc1-2 | -81%
O=C(O)CSc1c2c(nc3cc(C(=O)Nc4ccc(F)c(Cl)c4)ccc13)CCC2 | 3%
Cc1ccc(NC(=O)Cn2c(=O)n(CCC(=O)NCc3ccccc3Cl)c(=O)c3ccccc32)c(C)c1 | 0%
CCc1cccc(CC)c1NC(=O)c1ccc(-c2cc(Cl)ccc2Cl)o1 | -4%
COc1ccc(S(=O)(=O)n2ccnc2)cc1C(C)(C)C | -3%
COC(=O)c1ccc(NC(=O)CSc2ncc3c(n2)-c2cc(Cl)ccc2N(Cc2ccccc2)S3(=O)=O)cc1 | -8%
CCC(=O)N1CCC1(C)C(=O)Nc1ccc(OC)c(OC)c1 (configuration not stated) | 9%
CC(=O)Nc1cnc(-c2cc(C)c(O)c(C)c2)cn1 | 8.9µM*
O=c1[nH]c2c(-c3nc(-c4ccc(F)cc4)cs3)c(O)cn2c2ccc(Br)cc12 | -23%
CCOc1ccccc1C(=O)Nc1ccc2nc(N(CC)CC)cc(C)c2c1 | 7%
Cc1ccccc1-c1cnc(C(O)c2ccc(Cl)cc2)[nH]1 (configuration not stated) | 17%
Cc1cc(C)cc(CC(=O)N2CCC2(C)C(=O)NS(=O)(=O)Cc2ccccc2)c1 (configuration not stated) | -2%
CCOC(=O)C1(C)CCCN(C(=O)c2ccc3c(c2)OCO3)C1 (configuration not stated) | 0%
CCN(CCCNC(=O)c1c(C)oc2ncn(CC(C)C)c(=O)c12)Cc1ccccc1 | 0%
CCO/C(C)=N/Oc1cccc(N(C)C)c1 | -15%
CC1(Cc2ccc(Cl)cc2)C(=O)Nc2ccc(S(=O)(=O)NC3CCCCC3)cc21 (configuration not stated) | -39%
CCN(C(=O)CSc1ncc2c(n1)-c1cc(Cl)ccc1N(Cc1ccccc1)S2(=O)=O)c1cccc(C)c1 | 10%
CC(=O)Nc1ccc(/C=C/c2sc3ccccc3[n+]2CCCCI)cc1 | ?
COc1ccc(NC(=O)Cn2c(=O)n(-c3ccccc3)c(=O)c3c4c(sc32)CCCC4)c(OC)c1 | 6%
Nc1nc(N)c(S(=O)(=O)c2ccccc2)c(Nc2ccc(F)cc2)n1 | -3%
Cn1cc(S(=O)(=O)N2CCCCCC2)cc1C(=O)Nc1ccc(Cl)c(C(F)(F)F)c1 | 3%
Cc1ccc(NC(=O)CN(c2ccccc2)S(=O)(=O)N(C)C)cc1Cl | -35%
CC(C)c1ccc(C(=O)N2CCCCC2c2cc(C(=O)Nc3ccncc3)no2)cc1 (configuration not stated) | 0%
COc1ccc(CCCc2nnc(SCC(=O)Nc3cccc(F)c3C)o2)cc1 | -1%
N#Cc1ccc(C(=O)N2CCCCC2c2cc(C(=O)Nc3ccc4c(c3)OCO4)no2)cc1 (configuration not stated) | 8%
O=c1c2[nH]c3ccccc3c2nc(SCc2ccccc2F)n1-c1ccc(F)cc1 | -10%
COc1cc2oc(=O)cc(CN(Cc3ccccc3)Cc3ccccc3)c2cc1Cl | -9%
Cc1ccc(Nc2c3c(nc4ccccc24)CCC3)cc1F | -8%
COc1ccc(Cc2nc3ccc(C(=O)NCc4ccc(OC)cc4OC)cc3o2)cc1 | -12%
OC(c1ccc(Cl)c(Cl)c1)c1ncc(-c2ccccc2F)[nH]1 (configuration not stated) | 0%
CCc1nc2ccc(C(=O)N(C)Cc3ccco3)cn2c1N(CC)C(=O)NCCc1ccccc1 | 11%
COc1ccc(OC)c(S(=O)(=O)NCCc2sc(-c3ccc(C)cc3)nc2C)c1 | -4%
CC(C)(C)NC(=O)C1c2ccccc2OCC(=O)N1Cc1cccnc1 (configuration not stated) | -4%
O=C(Cn1cc(S(=O)(=O)N2CCN(c3ccccc3F)CC2)c2ccccc2c1=O)Nc1ccc(F)cc1Cl | 3%
COc1ccc(S(=O)(=O)N2C[C@H]3CON(C)[C@H]3C[C@H]2c2ccc(-c3cccc(F)c3)cc2)cc1 | -24%
CC1(C(=O)NS(C)(=O)=O)CCN1C(=O)Cc1ccc(Cl)cc1Cl (configuration not stated) | 9%
O=C(NCC1CCN(Cc2ccccc2)CC1)[C@H]1O[C@@H](n2ccc(=O)[nH]c2=O)[C@H](O)[C@@H]1O | 13%
CCOc1ccc(NC(=O)CSc2nnc3c(n2)[nH]c2ccc(S(=O)(=O)N4CCCCC4)cc23)cc1 | -25%
O=C(COc1ccccc1C(=O)Nc1ccccc1)Nc1ccc(Br)cc1 | 5%
O=C(Nc1cccc2ccccc12)c1ccc2sc([C@@H]3O[C@H](CO)[C@@H](O)[C@H]3O)nc2c1 | 46%
CC(=O)c1cccc(NC(=O)C2Cc3c(-c4ccco4)ccnc3O2)c1 (configuration not stated) | -8%
O=C1SC(Nc2ccccc2)C(=O)N1c1ccccc1 (configuration not stated) | 52%
CCOC(=O)c1cc(-c2ccc(C)cc2)n(CCC(=O)NCCc2ccc(C)cc2)c1C | -5%
COc1cccc(-c2oc3c(c2-c2ccc(Br)nc2)C(O)CCC3)c1 (configuration not stated) | 20%
COc1cc(C(O)c2nc(-c3cccc(C(F)(F)F)c3)cs2)ccc1F (configuration not stated) | -56%
CCOC(=O)c1ccc(NC(=O)Cn2nnc(-c3ccc(C(F)(F)F)cc3)n2)cc1 | 1%
Cc1ccc(NC(=O)[C@H](Cc2ccccc2)N2Cc3ccccc3C2=O)cc1 | 17%
c1ncc2snnc2n1 | 6%
